MITF inh – human MITF inhibition, primary screen. AlphaScreen MITF homodimerization, bead proximity signal. inhibition, % at 2.6 µM. 0.91% of 650,000 active. AID 1259374; in the data active means inhibition above about 50%;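 further: 0% = vehicle wells with protein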
Target sequence (O75030 whole entry, looked up): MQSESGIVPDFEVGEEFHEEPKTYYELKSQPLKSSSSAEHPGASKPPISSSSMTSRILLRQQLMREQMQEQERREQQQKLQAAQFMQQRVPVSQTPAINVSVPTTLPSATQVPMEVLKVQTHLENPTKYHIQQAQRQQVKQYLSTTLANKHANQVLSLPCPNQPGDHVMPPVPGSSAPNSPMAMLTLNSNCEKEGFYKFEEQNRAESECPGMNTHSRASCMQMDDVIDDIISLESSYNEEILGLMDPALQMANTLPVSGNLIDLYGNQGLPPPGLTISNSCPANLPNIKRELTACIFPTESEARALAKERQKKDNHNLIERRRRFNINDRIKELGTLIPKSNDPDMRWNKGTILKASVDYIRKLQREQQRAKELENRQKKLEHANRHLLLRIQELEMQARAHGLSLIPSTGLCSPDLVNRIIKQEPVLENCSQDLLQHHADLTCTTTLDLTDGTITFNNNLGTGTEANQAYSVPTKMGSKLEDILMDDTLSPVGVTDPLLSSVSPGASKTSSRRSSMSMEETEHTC
FBW7 activator – activators of human E3 ligase FBW7; Q969H0; AlphaScreen FBW7–phospho-cyclin E peptide binding, activator screen; normalized activity (activation), % at 26.1 µM; 0.13% of 650,000 active; AID 1259310; in the data active means normalized activity above about 1.9%;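 further: purified mutant Fbw7 with reduced substrate affinity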
TEAD-YAP block – TEAD-YAP interaction inhibition. inhibition, % at 9.12 µM. AID 1259422. 1.4% of 640,000 active. HEK-TIYL cells, TEAD-Gal4/YAP UAS-luciferase luminescence; in the data active means inhibition above about 32%;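 further: 0% = median of test compound wells and 100% = reference inhibitor wells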
GPR151 activ – human GPR151 activation; PathHunter beta-arrestin GPR151 cells, luminescence; activation, % at 11.2 µM; 1% of 650,000 active; in the data active means activation above about 4.9%;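 further: 0% = median of compound wells and 100% = cells with positive control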
Target sequence (Q8TDV0 whole entry, looked up): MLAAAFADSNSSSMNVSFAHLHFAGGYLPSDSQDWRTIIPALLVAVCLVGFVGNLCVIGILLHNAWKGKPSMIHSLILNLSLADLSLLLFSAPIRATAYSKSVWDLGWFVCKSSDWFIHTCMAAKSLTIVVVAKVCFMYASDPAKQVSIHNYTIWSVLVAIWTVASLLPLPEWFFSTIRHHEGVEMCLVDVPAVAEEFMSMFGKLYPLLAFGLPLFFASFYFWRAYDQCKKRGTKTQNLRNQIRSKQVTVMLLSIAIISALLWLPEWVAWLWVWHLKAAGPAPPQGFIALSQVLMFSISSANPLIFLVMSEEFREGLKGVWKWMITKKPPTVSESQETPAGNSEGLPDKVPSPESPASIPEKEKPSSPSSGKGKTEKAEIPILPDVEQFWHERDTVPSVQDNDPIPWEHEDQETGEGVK
* marks the source's active call; other numbers are inactive results.

Molecule | MITF inh | FBW7 activator | TEAD-YAP block | GPR151 activ
CC(CCc1ccccc1)NC(=O)CNC(=S)N(Cc1ccccc1Cl)C1CCCC1 (stereo not given) | -7 | 0.0 | -3 | -1.4
O=C(COc1ccc2ccccc2c1)NCCc1ccccc1 | 18 | 0.1 | 0 | 0.3
Cc1nnc2c(Nc3ccccc3N3CCOCC3)nc3ccccc3n12 | 38 | 0.0 | 9 | 0.0
O=C(CN1CCCC1)Nc1ccc([N+](=O)[O-])cc1Br | 5 | -0.2 | -16 | 0.9
COc1cccc(CN2CCN(Cc3cccc4cccnc34)CC2CCO)c1 (stereo not given) | 12 | 0.1 | 2 | -2.0
CCN(CC)c1cc(OC)c(/C=N/NC(=O)c2ccco2)cc1Br | 3 | 0.0 | -67 | -0.4
Cc1c(NC(=O)CCN2C(=O)C3C4CCC(C4)C3C2=O)ccc(Br)c1Cl (stereo not given) | 68* | 0.0 | -19 | -0.8
CC1(C)CC(=O)C2=C(C1)Nc1ccccc1N(C(=O)Cc1ccc(Cl)cc1)C2c1cccnc1 (stereo not given) | 1 | -0.3 | 7 | -1.1
CC1=C(C(=O)OC2CCCCCC2)C(c2ccc(OCc3ccccc3)cc2)NC(=O)N1 (stereo not given) | 3 | 0.1 | 8 | 1.0
Cc1c(Cl)cccc1NC(=O)CSc1nnnn1-c1ccccc1 | -4 | 0.1 | 22 | 4.1
O=C(CN1CCCCC1)N1CCCc2c1c(=O)oc1ccc(O)cc21 | -3 | 0.0 | -18 | -0.9
CCN1C(=O)c2ccccc2Sc2ccc(NC(=O)N3CCN(C)CC3)cc21 | 8 | 0.8 | 1 | -0.1
COc1ccc(S(=O)(=O)N(CC(=O)Nc2cc(C)ccc2OC)c2ccc(Cl)cc2)cc1 | -14 | -0.1 | 1 | 0.3
Cc1ccc2c(c1)cc(CN(Cc1ccc(Cl)cc1)C(=O)c1cccnc1)c1nnnn12 | -17 | 0.0 | -3 | -0.5
CS(=O)(=O)N1CCN(Cc2ccccc2C(F)(F)F)CC1 | 71* | -0.1 | 0 | -1.3
COCC(=O)Nc1cnn(-c2ccc(C(=O)NC(C)c3cnn(-c4ccccc4)c3)cc2)c1 (stereo not given) | 22 | 0.6 | 17 | -1.6
C=CCOc1ccc(C2C(C(=O)OCC)=C(C)N=c3s/c(=C4/C(=O)Nc5ccccc54)c(=O)n32)cc1OCC (stereo not given) | -10 | 0.0 | 3 | 0.6
CC(C)CCN(Cc1cc([N+](=O)[O-])cc2c1OCOC2)S(=O)(=O)c1ccccc1F | 8 | 0.0 | -5 | 2.0
O=C(c1ccc([N+](=O)[O-])cc1)N1CCSC1 | -14 | 0.0 | 2 | -1.7
COC(=O)Cn1cc(CN2CCc3c(nc(N4CCCC4)[nH]c3=O)C2)c2ccccc21 | -5 | 0.0 | -11 | 2.0
Cc1nonc1NC(=O)CN1C(=O)c2ccccc2C1=O | -1 | -0.2 | -5 | 1.4
N#C/C(=C\c1ccccc1[N+](=O)[O-])c1nc(-c2cc3cc(Br)ccc3oc2=O)cs1 | 12 | 0.9 | 11 | -0.3
COc1ccc(C(=O)NC(=S)NNC(=O)c2ccco2)cc1 | 13 | -0.1 | -23 | -0.5
CC(=O)c1cccc(-c2nc(NCc3nc4ccccc4[nH]3)c3ncn(C(C)C)c3n2)c1 | -1 | -0.1 | 67* | 1.5
COC(=O)/C(C#N)=C/c1cc(OC)c(O)c(OC)c1 | 7 | 0.0 | -6 | -0.2
O=C(N[C@H]1C[C@H]2C(=O)N[C@@H](Cc3ccccc3)C(=O)N2C1)c1c(Cl)cccc1Cl | -6 | -0.1 | 5 | 1.3
CN(C)c1ccc(/C=C2\SC(=S)N(NC(=O)Nc3ccccc3)C2=O)cc1 | 8 | 0.0 | 7 | -0.6
Cc1ccc(NC(=O)CCc2c(C)n[nH]c2C)cc1F | -9 | 0.3 | 10 | -1.3
CN(Cc1ccc(F)cc1)c1ccc(OCC(=O)NCCc2ccc(O)cc2)nn1 | 2 | 0.5 | -12 | -0.6
CC(=O)c1ccc(OC(=O)Cc2cccc3ccccc23)cc1 | 14 | -0.1 | -1 | -0.6
CCCn1cc(Cc2cn(CCC)nc2C)c(C)n1 | 9 | 0.1 | 5 | 2.2
COc1ccc(C2(CC#N)CCOC(C)(C)C2)cc1 (stereo not given) | -9 | 0.4 | 8 | 1.1
O=C(Cc1ccccc1)NC(C(=O)O)C(O)c1ccc([N+](=O)[O-])cc1 (stereo not given) | 0 | 0.3 | 2 | -0.4
CCCCCCNC(CC(=O)Nc1ccc(CC)cc1)C(=O)O (stereo not given) | -14 | -0.1 | -11 | -1.6
O=C(CN1CCN(c2ccccn2)CC1)Nc1ccc(F)c(F)c1 | -10 | -0.1 | 6 | -1.8
O=c1c(CN2CCN(Cc3ccsc3)C(CCO)C2)coc2ccccc12 (stereo not given) | -8 | 0.0 | -28 | -0.5
Cc1ccccc1/C=N\NC(=O)CNc1ccccc1C | 13 | 0.2 | 7 | -0.7
CCc1ccc(N(CC(=O)NCCSc2ccc(Cl)cc2)S(C)(=O)=O)cc1 | 14 | 0.5 | 0 | -1.2
CCN1CCN(CCC(=O)Nc2cc(C)ccc2OC)CC1 | 12 | 0.2 | 4 | -0.8
CN1CCc2cc(C(CNC(=O)c3ccccc3Br)N3CCOCC3)ccc21 (stereo not given) | -5 | 0.0 | -5 | 0.1
CON1C(=O)C2C3OC(C2C1=O)C1C3C2(Cl)CC1(Cl)C(Cl)=C2Cl (stereo not given) | -2 | -0.1 | 2 | 1.4
Cc1ccccc1NC(=O)c1nnn(-c2ccc(F)cc2)c1N | -6 | -0.1 | -51 | -1.6
Nc1nonc1-n1nnc2c1CCCC2=O | 11 | -0.2 | 6 | 0.4
Cc1ccc(-n2c(SCC(=O)Nc3cc(C)on3)nc3c(sc(=S)n3-c3cc(C)ccc3F)c2=O)cc1 | 1 | 0.1 | 1 | 1.2
C=CCn1c(SCC(=O)Nc2ccc(C(=O)O)cc2)nnc1-c1ccccc1C | -6 | -0.2 | -14 | -0.4
O=C(NC(Nc1ccccc1Cl)C(=O)c1ccccc1)c1ccco1 (stereo not given) | 10 | 0.1 | 4 | 1.6
COC(=O)CNC(c1ccccc1Cl)c1cc(Br)ccc1NC(=O)c1ccccc1 (stereo not given) | -1 | -0.1 | 6 | 1.0
CC1=C(C(=O)OCc2ccccc2)C(c2cn(-c3ccccc3)nc2-c2ccc(F)cc2)C(C(=O)OCc2ccccc2)=C(C)N1 | 34 | 1.9* | -9 | 0.8
O=C(Nc1ccc(N2CCCN(C(=O)C3CC3)CC2)cc1)c1cc(-c2ccco2)[nH]n1 | 14 | -0.6 | -1 | 4.1
CC(=O)NC1(C(=O)NC2CCCCC2)CCCCC1 | 6 | 0.0 | 3 | 3.4

Continuation.
Molecule | MITF inh | FBW7 activator | TEAD-YAP block | GPR151 activ
COc1ccc(C(=O)OCC(=O)Nc2ccc(C(N)=O)cc2)cc1[N+](=O)[O-] | 1 | 0.1 | 1 | 0.0
O=C(NCc1ccccc1)c1cnc(N2CCOCC2)nc1 | -14 | 0.1 | 4 | -0.2
O=C(NC1CCCC1)c1ccc(N2CCC(NCc3ccsc3)CC2)cc1 | 3 | -0.1 | -5 | -1.1
CCN(CC)C(=O)CSc1nc(O)c(Cc2ccccc2)c(=O)n1-c1ccc(OC)cc1 | -6 | -0.1 | 3 | -0.4
Cc1cc(C)nc(N2CCC(C(=O)NNC(=O)COc3cccc4ccccc34)CC2)n1 | 18 | 0.0 | 4 | -0.7
C=CCN1C(=O)/C(=C/c2ccc(N(C)C)cc2)SC1=S | 6 | 0.0 | 1 | 0.2
CCOc1ccccc1NC(=O)c1cn(-c2ccc(Cl)cc2)c(=O)c2ccccc12 | 6 | 0.0 | -6 | 1.6
Nc1cccc2c1C(=O)N(C(=O)c1ccc([N+](=O)[O-])cc1Cl)C2=O | 3 | 0.2 | -2 | 1.5
COc1c(C#N)c(C#N)c2nc(C)cc(C)n12 | 8 | -0.1 | 8 | -0.4
CCOc1ccc(-n2cc(-c3ccccc3)c3c(SC(CC)C(=O)OC)ncnc32)cc1 (stereo not given) | -1 | 0.0 | 5 | 0.0

Next section (three carried over from the part before).
Molecule | MITF inh | FBW7 activator | TEAD-YAP block | GPR151 activ
Nc1cccc2c1C(=O)N(C(=O)c1ccc([N+](=O)[O-])cc1Cl)C2=O | 3 | 0.2 | -2 | 1.5
COc1c(C#N)c(C#N)c2nc(C)cc(C)n12 | 8 | -0.1 | 8 | -0.4
CCOc1ccc(-n2cc(-c3ccccc3)c3c(SC(CC)C(=O)OC)ncnc32)cc1 (stereo not given) | -1 | 0.0 | 5 | 0.0
CCCCc1ccc(-c2nc(Nc3cc(OC)cc(OC)c3)c3ccccc3n2)cc1 | 4 | 0.0 | 19 | -0.8
CCNc1cc(NCCNC(=O)c2ccccc2Cl)nc(C)n1 | -10 | -0.2 | 12 | -0.8
Cc1nn(C(=O)c2cccnc2)c(-c2ccccc2)c1Sc1ccccc1 | 5 | 0.0 | 1 | -0.6
CCOc1ccccc1C(=O)NC(CC)CC | 25 | 0.3 | -2 | -0.5
CCCOc1ccccc1N=c1ssc2c1-c1cc(OC)ccc1NC2(C)C | 11 | -0.1 | 3 | 0.2
COc1ccc(C)cc1NC(=O)C1CCN(C(=O)Nc2ccccc2)CC1 | 17 | 0.2 | -2 | 2.7
CCOC(=O)c1cc2c(ccn2C)n1Cc1ccc(C#N)cc1 | -7 | -0.5 | -2 | 1.2
CCOc1ccc(NC(=O)C2C3C=CC4(O3)C2C(=O)N(CCc2ccccc2)C4C(=O)NC2CCCCC2)cc1 (stereo not given) | -4 | -0.2 | 9 | -0.1
N=C(N)SCCN1C(=O)c2ccccc2C1=O | 2 | 0.0 | 11 | 0.0
O=C(NC1CCCCCC1)C1CCN(C(=O)c2n[nH]c3ccccc23)CC1 | -4 | 0.0 | -8 | 0.0

Next entries
Each structure is followed by: MITF inh, FBW7 activator, TEAD-YAP block, GPR151 activ
O=C(O)c1cc(N/N=C/c2ccc3c(c2)OCO3)ccc1Cl
→ -2, -0.1, -93, -1.4
CCCSCCCNC(=O)C(CC)n1nc(C)n2c(cc3occc32)c1=O (stereo not given)
→ 16, 0.1, 1, -0.4
CCOc1ccc2nc(NC(=O)CS(=O)(=O)c3ccccc3)sc2c1
→ 11, 0.5, -4, 0.6
NC(=O)c1cccc(Nc2nccc(-c3ccccc3)n2)c1
→ 10, 0.1, 24, 1.0
Cc1nc2c(-c3ccccc3)c(C)[nH]n2c(=O)c1Cc1ccccc1
→ -12, 0.0, 22, -0.1
CS(=O)(=O)c1ccc(N2CCCCC2)cc1
→ 14, 0.2, -21, -0.8
COC(=O)/C(=C\c1ccc(Cl)cc1)NC(=O)c1ccccc1
→ 6, -0.1, -1, 0.5
CCc1ccc(NC(=O)Nc2nnc(N3CCC(C)CC3)s2)cc1
→ 8, 0.1, 6, 1.8
N#Cc1c(SCC(=O)c2ccc(Cl)cc2)nc2c(c1-c1ccc(O)cc1)CCCC2
→ 1, -0.1, 4, 0.5
Cc1ccc(NC2CC(=O)N(Cc3ccccc3)C2=O)cc1 (stereo not given)
→ 14, 0.8, -23, -0.7
O=C1CCCN2N=C(SCc3ccc([N+](=O)[O-])cc3)SC2=N1
→ 11, 0.3, 6, 0.6
CCN(CC(=O)Nc1ccc(OC)cc1)C1CCCCC1
→ 2, 0.1, -3, 0.1
Cc1ccccc1NC(=O)NCCNC(=O)c1ccc(NC(=O)C(C)(C)C)cc1
→ 26, 0.6, -7, -0.7
Cc1ccsc1/C=C1\N=C(c2ccccc2F)OC1=O
→ -13, 0.2, 4, 1.4
CCOC(=O)c1c(C)oc2c(Cl)cc(NS(=O)(=O)c3ccc(C)cc3)cc12
→ 5, 0.0, 6, -1.3
CC(C)Oc1ccc(C(CC(=O)N2CCOCC2)Cc2ccccc2)cc1 (stereo not given)
→ 24, 0.2, 1, 1.3
COc1cc(C(=O)NCC(=O)N/N=C(/C)c2ccc(F)cc2)cc(OC)c1OC
→ 9, -0.1, -13, -0.2
COC(=O)C(C)NS(=O)(=O)c1ccc(Cl)cc1 (stereo not given)
→ -3, -0.2, 0, -0.7
Cn1c(=O)[nH]c(=O)c2c1nc(NCc1ccco1)n2CC(O)CO (stereo not given)
→ -23, 0.1, 5, -0.1
Clc1ccc(-c2cn3c4ccccc4nc3n2CCCN2CCCC2)cc1
→ -75, 1.1, -5, 1.1
COc1cc(OC)c([N+](=O)[O-])cc1/C=C(/C#N)c1ccc2c(c1)OCO2
→ 15, -0.1, 5, 0.1
COc1cc(Nc2cc(Nc3ccccc3)nc(N)n2)cc(OC)c1OC
→ -19, 0.2, -3, -1.9
Cc1ccccc1/[N+]([O-])=C/c1ccc(OC(F)F)cc1
→ -6, 0.0, 7, -1.6
CCN(CCCNC(=O)CCCOc1cc(=O)n(C)c2ccccc12)c1ccccc1
→ -3, 0.0, -5, -0.2
c1cncc(CNc2nccn3c(-c4ccsc4)cnc23)c1
→ -7, -0.1, 0, 0.1
O=C(Nc1nc(-c2ccc(I)cc2)cs1)C1CC1
→ 13, 0.0, -41, 5.9*
Cc1c(Cl)c([N+](=O)[O-])nn1CC(=O)Nc1cc(C(F)(F)F)cnc1Cl
→ 6, 0.1, 4, -1.2
Cc1cc(N2CCCC2)n2nc(C)nc2n1
→ 16, 0.2, 6, -0.9
Cc1cc(C)n(-c2ccc(N3CCC(C(=O)NCc4cccs4)CC3)nn2)n1
→ 0, -0.2, -26, -0.6
CCOc1ccc2nc(N3CCCC(NCCCn4ccnc4)CC3)nc(C)c2c1 (stereo not given)
→ -12, 0.0, 5, 2.1
O=C(Nc1ccc(Cl)cc1)c1ccc(N2C(=O)CCC2=O)cc1
→ 3, -0.1, -1, 2.3

One compound at a time, from the list above. Values in the order: MITF inh | FBW7 activator | TEAD-YAP block | GPR151 activ
Record of CCN(CCCNC(=O)CCCOc1cc(=O)n(C)c2ccccc12)c1ccccc1 : -3 | 0.0 | -5 | -0.2
Record of c1cncc(CNc2nccn3c(-c4ccsc4)cnc23)c1 : -7 | -0.1 | 0 | 0.1

An unsorted share of the library. Share with any hit: about 3.5%.
